Cdc42 wt GTP – modulators of GTP binding to wildtype Cdc42, primary screen, biochemical, multiplex bead flow cytometry, Bodipy-GTP; GST-Cdc42 beads; actives lie on both sides; percent activity (GTP binding), % at 10 µM; actives 0.2% (n = 190,000); AID 761, 2007;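 active = percent activity GTP binding at least 20 points away from the 100% baseline, either down as inhibitor or up as activator; inconclusive = compound flagged as likely green fluorescent from well-wide comparison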;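 also: median bead fluorescence of bound Bodipy-FL-GTP at 100 nM; 0% = excess unlabeled GTP control and 100% = no compound control; below 100% means less GTP binding so inhibitor and above means activator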
Target sequence (P60953 whole entry, looked up): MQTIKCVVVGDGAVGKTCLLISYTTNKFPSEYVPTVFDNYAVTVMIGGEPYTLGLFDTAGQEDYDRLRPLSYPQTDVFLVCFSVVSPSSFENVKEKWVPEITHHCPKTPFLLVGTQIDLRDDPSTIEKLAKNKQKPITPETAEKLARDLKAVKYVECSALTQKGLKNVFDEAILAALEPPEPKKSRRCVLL
Pf gametocyte – late stage P. falciparum gametocyte viability inhibitors, primary screen, ATP luminescence, HTS; P. falciparum stage V gametocytes, 24 h; inhibition, % at 10.9 µM; actives 0.065% (n = 150,000); AID 743093, 2013;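 active = inhibition above the mean plus 3 SD of compounds within the control limits, set per campaign, cut at about 38% in these data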;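 also: 0% = DMSO wells and 100% = medium only without gametocytes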
Avidin fluor – green autofluorescence of compounds with avidin beads – biophysical, 488/530 nm, flow cytometry, artefact control, profiling panel. compound fluorescence 488/530 nm; active compounds read high. fluorescence (KMESF) at 10 µM. actives 0.38% (n = 220,000). AID 1775, 2009; in the data active = fluorescence above about 47; also: inactives centre near 10
Rac1 act GTP bind – GTP binding modulators of activated mutant Rac1, primary screen, biochemical, bead-based flow cytometry, multiplex, fluorescent GTP; Ras-related C3 botulinum toxin substrate 1 (Homo sapiens), P63000; GST-Rac1 activated beads; actives lie on both sides; 100% means binding = to untreated wells; percent activity (GTP binding), % at 10 µM; actives 0.11% (n = 190,000); AID 764, 2007;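 active = GTP binding at least 20 percentage points away from the 100% baseline, in either direction, so actives lie on both sides; inconclusive = Compound likely fluorescent itself, or too few beads counted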
ABCG2 inh – ABCG2 efflux pump inhibitors, primary screen, multiplex with ABCB1, IgMXP3 cells, flow cytometry. JC-1 efflux. inhibition, % at 6.6 µM. actives 0.1% (n = 190,000). AID 1325, 2008. Broad substrate specificity ATP-binding cassette transporter ABCG2 (Homo sapiens), Q9UNQ0;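 active = inhibition above 80%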;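 also: 0% = DMSO and 100% = nicardipine control wells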
Target sequence (Q9UNQ0 whole entry, looked up): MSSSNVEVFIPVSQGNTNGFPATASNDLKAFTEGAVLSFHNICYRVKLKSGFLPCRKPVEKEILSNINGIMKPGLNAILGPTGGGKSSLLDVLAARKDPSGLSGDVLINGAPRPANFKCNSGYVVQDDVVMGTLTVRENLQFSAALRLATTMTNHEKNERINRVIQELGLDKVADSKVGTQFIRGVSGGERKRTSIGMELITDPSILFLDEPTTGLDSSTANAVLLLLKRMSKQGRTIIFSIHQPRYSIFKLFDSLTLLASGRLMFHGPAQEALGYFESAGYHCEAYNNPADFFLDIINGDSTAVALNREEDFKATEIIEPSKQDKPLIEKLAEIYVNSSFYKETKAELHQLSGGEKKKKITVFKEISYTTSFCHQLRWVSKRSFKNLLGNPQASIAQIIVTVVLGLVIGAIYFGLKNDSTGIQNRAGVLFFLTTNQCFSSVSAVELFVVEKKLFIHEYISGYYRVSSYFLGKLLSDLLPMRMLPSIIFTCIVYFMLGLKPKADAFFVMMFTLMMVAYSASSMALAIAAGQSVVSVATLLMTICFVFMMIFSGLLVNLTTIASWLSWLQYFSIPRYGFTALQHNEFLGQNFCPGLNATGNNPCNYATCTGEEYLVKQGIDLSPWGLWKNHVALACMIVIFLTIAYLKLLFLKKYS
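material = IgMXP3 (ABCG2) plus far-red-tagged CCRF-Adr (ABCB1) cells | amount = 3 million cells/mL, equal mix of both lines | also added = JC-1 transporter substrate | dosing = one concentration, 6.6 µM final | schedule = 10 min at 25 °C | measured by = flow cytometric JC-1 green MFI at 530 nm | read-out basis = percent efflux inhibition, scaled nicardipine 100% to DMSO 0%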
Rab7 wt GTP bind – modulators of GTP binding to Rab7, primary screen, biochemical, wildtype, multiplex bead flow cytometry | GST-Rab7 beads, fluorescent GTP binding; actives lie on both sides; untreated = 100%, excess cold GTP = 0% | GTP binding activity (percent of control), % at 10 µM | actives 0.055% (n = 190,000);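 active = fluorescent GTP binding to Rab7 beads changed by at least 20 points from the 100% baseline, either direction, mostly lower; inconclusive = compound itself probably fluorescent, or too few beads counted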;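 also: median green fluorescence of bound Bodipy-FL-GTP per Rab7 bead population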
ABCB1 inh – ABCB1 efflux pump inhibitors, primary screen, cell-based, multiplex, flow cytometry, ABCG2 counter-screen | AID 1326, 2008 | actives 0.067% (n = 190,000) | CCRF-Adr cells, JC-1 efflux | inhibition, % at 6.6 µM; in the data active = inhibition above about 40%;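 also: 0% = vehicle and 100% = reference inhibitor; higher value means more JC-1 retained so stronger ABCB1 efflux block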
HRas wt GTP bind – modulators of GTP binding to HRas wildtype, primary screen, biochemical, bead-based flow cytometry, multiplex. actives 0.14% (n = 190,000). GTP binding activity, % at 10 µM. GTPase HRas (Homo sapiens), P01112. GST-Ras wt beads, Bodipy-FL-GTP binding; actives lie on both sides. AID 759, 2007;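 active = GTP binding activity at least 20% away from the 100% baseline, either lowered as inhibitor or raised as activator; inconclusive = flagged as likely green fluorescent, judged across all proteins in the well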;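 also: 0% = unlabeled GTP competition control and 100% = no-compound control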
Target sequence (P01112 whole entry, looked up): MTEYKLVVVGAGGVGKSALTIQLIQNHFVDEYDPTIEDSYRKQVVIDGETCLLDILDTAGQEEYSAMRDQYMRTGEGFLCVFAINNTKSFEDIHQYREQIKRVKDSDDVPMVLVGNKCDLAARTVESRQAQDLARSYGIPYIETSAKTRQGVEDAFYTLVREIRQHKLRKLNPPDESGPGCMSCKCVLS
Rab2 wt GTP – modulators of GTP binding to Rab2A wildtype, primary screen, biochemical, dog, bead-based flow cytometry, multiplex; GST-Rab2 wt beads, Bodipy-GTP binding; GTP binding activity, % at 10 µM; actives 0.19% (n = 190,000);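 active = GTP binding activity at least 20 points away from 100%, either lowered or raised; inconclusive = signal likely due to the compound's own green fluorescence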;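 also: 0% = beads with excess unlabeled GTP and 100% = no-compound control corrected for plate trend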
GSH fluor – compound fluorescence on glutathione beads, profiling panel, artefact control, biophysical, 488/530 nm, flow cytometry; actives 0.25% (n = 190,000); GSH beads flow cytometry, compound fluorescence 488/530 nm; active compounds read high; fluorescence (KMESF) at 10 µM; in the data active = fluorescence above about 89;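 also: glutathione beads carrying GST-tagged Bcl family fusion proteins plus one bare bead set; values are compound well signal with DMSO vehicle wells as background; inactives centre near 16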
Rac1 wt modul – wildtype Rac1 GTP binding modulators, primary screen, biochemical, GST-Rac1 beads, flow cytometry, multiplex | fluorescent GTP binding; actives lie on both sides; 0 = cold GTP competed, 100 = untreated | actives 0.27% (n = 190,000) | Ras-related C3 botulinum toxin substrate 1 (Homo sapiens), P63000 | GTP binding activity (% of control), % at 10 µM;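 active = GTP binding activity at least 20 points away from the 100% control level, either lower or higher; inconclusive = compound flagged as likely green fluorescent, judged across all proteins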
* hit, by the source's call; ? = inconclusive; / = no result given.

The first two compounds (preview)
SMILES	Cdc42 wt GTP	Pf gametocyte	Avidin fluor	Rac1 act GTP bind	ABCG2 inh	Rab7 wt GTP bind	ABCB1 inh	HRas wt GTP bind	Rab2 wt GTP	GSH fluor	Rac1 wt modul
CCN(CC)CCCNC(=O)C1c2ccccc2C(=O)N1Cc1ccc(C)cc1 (stereo not drawn)	103	/	9	101	1	104	0.1	102	102	15	102
CC(=O)c1c(O)cc(C(C)C)n(-c2ccccc2)c1=O	97	/	1	94	0	94	0.2	100	98	6	98

The whole of this part, from the start:
SMILES	Cdc42 wt GTP	Pf gametocyte	Avidin fluor	Rac1 act GTP bind	ABCG2 inh	Rab7 wt GTP bind	ABCB1 inh	HRas wt GTP bind	Rab2 wt GTP	GSH fluor	Rac1 wt modul
CCN(CC)CCCNC(=O)C1c2ccccc2C(=O)N1Cc1ccc(C)cc1 (stereo not drawn)	103	/	9	101	1	104	0.1	102	102	15	102
CC(=O)c1c(O)cc(C(C)C)n(-c2ccccc2)c1=O	97	/	1	94	0	94	0.2	100	98	6	98
NCc1nc(-c2ccc(Cl)cc2)no1	99	5	10	95	17	94	0.7	95	91	18	100
CCOC(=O)CSc1nc(C)[nH]c1[N+](=O)[O-]	96	21	14	96	10	103	1.1	101	100	13	99
N#CC1=C(N2CCOCC2)/C(=C\c2ccccc2)CC1	93	/	10	90	7	98	0.6	91	88	10	93
S=c1[nH]nc(CSc2nc3ccccc3s2)o1	93	/	4	91	-1	90	-0.3	91	90	51	91
Nc1nn(-c2ccccc2)nc1C(=O)OCc1ccccc1F	?	/	10	?	5	?	0.2	?	?	9	?
CCCC(=O)NCCCc1nc2ccccc2n1CCC	103	17	9	99	3	104	0.7	103	103	11	109
CCCCCCC(=O)Cc1cc(OC)c(OC)cc1C=C(C(=O)OCC)C(=O)OCC	100	/	7	99	18	103	1.9	101	102	18	105
Cc1ccc2oc(=O)c3cnn(CC(=O)N4CCCc5ccccc54)c3c2c1	97	/	6	99	3	96	1.0	97	98	21	102
S=C(Nc1ccc(Cl)cc1Cl)N1CCCCC1	104	-4	13	100	5	97	-0.1	99	100	5	105
O=C(C(Cc1ccccc1)n1cccc1)N1CCN(c2ncccn2)CC1 (stereo not drawn)	98	/	7	98	0	95	0.2	96	100	26	98
COc1ccc(CSc2nc(N3CCOCC3)c3c(c2C#N)CC(C)(C)OC3)cc1	99	/	32	98	50	100	11	99	100	25	105
O=C(/C=C/c1ccccc1[N+](=O)[O-])Nc1ccccc1	94	/	8	96	12	96	0.7	92	97	17	94
N#CC(c1ccc(Cl)nn1)c1ccccc1Cl (stereo not drawn)	96	/	14	96	0	101	0.1	101	99	8	99
CC(C)n1nc(C(=O)Nc2nnc(C3CC3)s2)c2ccccc2c1=O	94	-10	6	94	4	98	2.5	94	93	19	94
Oc1oc(-c2ccccc2Br)nc1/C=N/c1ccccn1	93	-6	24	96	0	108	-1.0	101	99	7	102
CCS(=O)(=O)NCC(c1cccnc1)N1CCN(c2ccccc2)CC1 (stereo not drawn)	102	/	6	103	0	99	0.1	100	99	18	104
Cc1ccc2cc(CN(CCCN(C)C)C(=O)NCc3ccccc3)c(=O)[nH]c2c1C	96	/	37	94	1	94	0.3	96	93	13	93
c1ccc2c(c1)oc1c(NCCN3CCOCC3)ncnc12	100	5	18	98	2	97	0.3	99	99	14	103
CC(=O)c1ccc(NC(=O)N2CCc3ccccc3C2)cc1	97	11	13	97	8	106	1.0	98	97	12	99
O=c1cc(CN2CCN(S(=O)(=O)c3ccc4c(c3)OCCO4)CC2)c2ccc(O)cc2o1	98	-21	6	93	0	92	-0.1	95	92	4	96
NS(=O)(=O)c1ccc(CCNC(=O)C2CCN(S(=O)(=O)c3ccccc3)CC2)cc1	100	8	10	99	0	99	0.4	96	99	23	99
Cc1ccccc1C(=O)NC(NCc1ccco1)C(Cl)(Cl)Cl (stereo not drawn)	100	/	9	100	4	94	0.9	100	101	22	99
O=C(/C=C/c1ccc(Cl)cc1)NC(=S)Nc1ccc(N2CCOCC2)c(Cl)c1	101	-10	11	99	-3	99	-0.8	101	98	18	104

The listing continues:
SMILES	Cdc42 wt GTP	Pf gametocyte	Avidin fluor	Rac1 act GTP bind	ABCG2 inh	Rab7 wt GTP bind	ABCB1 inh	HRas wt GTP bind	Rab2 wt GTP	GSH fluor	Rac1 wt modul
CC(C)c1ccc(N(CC(=O)NN=C2CCN(C)CC2)S(=O)(=O)c2ccccc2)cc1	97	-13	5	94	-1	95	-0.2	96	97	11	98
Cc1ccc2c(c1)CCCN2C(=O)c1c(C)noc1C	99	/	13	93	5	93	0.9	98	95	34	95
Cc1ccc(S(=O)(=O)c2nc(-c3cccs3)oc2NCCCN(C)C)cc1	98	-13	2	99	-2	101	-0.4	99	96	8	103
O=C(COC(=O)C1CCN(S(=O)(=O)c2cccc3cccnc23)CC1)c1ccc(F)cc1	94	-11	9	92	1	95	0.7	94	92	32	94
COc1ccccc1C(OC(=O)c1cccs1)C(=O)NCC1CCCO1 (stereo not drawn)	98	/	9	99	0	102	0.2	97	101	13	104
Cc1ccc2nc(-c3ccc(SCC(=O)Nc4nnc(C)s4)nc3)[nH]c2c1	105	25	16	100	2	103	0.1	101	98	18	104
N#Cc1c(/N=C/c2ccco2)oc(-c2ccccc2)c1-c1ccccc1	99	-4	6	98	-1	95	-0.3	100	97	19	97
O=C(O)C1C2C=CC(C2)C1C(=O)Nc1ccc(C(=O)N2CCCCC2)cc1 (stereo not drawn)	?	/	15	?	4	?	0.6	?	?	13	?
CC1(C)CC(Cc2nc(=S)[nH][nH]2)C(=O)O1 (stereo not drawn)	98	/	7	95	5	105	0.8	99	100	12	101
CN1CC(=O)N(CCOc2ccccc2)C1=O	108	/	8	102	0	108	-0.1	106	105	263*	111
CCSc1nnc(NC(=O)Cn2cnc3c2c(=O)n(C)c(=O)n3C)s1	98	1	9	95	4	98	0.9	96	95	15	100
COc1ccccc1NC(=O)/C(C#N)=C/c1cc([N+](=O)[O-])ccc1N1CCCC1	98	-8	12	98	7	99	4.1	98	98	11	101
CC(=O)Nc1cccc(N2C(=O)CC(Cc3ccccc3)C2=O)c1 (stereo not drawn)	95	/	26	93	18	93	2.2	95	94	14	86
CCCCC(=O)NC(=S)Nc1ccccc1C(=O)Nc1ccccc1	101	22	14	100	20	100	0.3	98	100	31	107
O=C(Nc1ccc2c(c1)OCCO2)NC1CCCCC1	105	/	8	103	4	104	0.6	105	105	16	109
Cc1ccc(CSc2nc3sc(C)c(C)c3c(=O)n2Cc2ccco2)cc1	96	8	12	92	4	96	0.7	96	94	46	93
CCC(C)(C)n1nnnc1C(c1ccc(C)cc1)N1CCCC1 (stereo not drawn)	100	-21	15	96	8	99	2.6	100	97	36	102
Cc1cc(C(=O)N2CCN(c3ccccc3)CC2)no1	95	/	2	92	1	93	0.8	93	93	41	95
COc1cc(C2C(C#N)=C(C)NC3=C2C(=O)CC(C)(C)C3)cc(OC)c1O (stereo not drawn)	106	/	11	99	2	106	0.4	106	106	12	103
CCN(CC)CCCNC(=O)c1sc2ncn(CC(=O)Nc3ccc(C)c(Cl)c3)c(=O)c2c1C	105	/	14	103	-1	108	-0.1	108	106	14	106
Cc1ccc(Cn2cccc(NC(=O)NC3CCCCC3)c2=O)cc1	100	16	13	98	5	103	0.0	102	99	35	102
COc1ccc(C(=O)N(CCCO)C(C)C(=O)NC2CCCCC2)cc1OC (stereo not drawn)	99	-11	8	98	1	96	0.3	99	98	66	100
S=C(Nc1ccccc1)N1CCCCCCC1	94	/	11	97	0	105	-0.2	99	100	11	97
COc1cccc2c1OCC(C(=O)O)C2 (stereo not drawn)	99	/	12	98	0	99	0.0	97	101	12	98
COc1ccc(S(=O)(=O)N2CC(O)CC2C(=O)OCC(=O)Nc2ccc(Cl)cn2)cc1 (stereo not drawn)	96	11	7	91	9	94	0.6	93	89	15	88

Following part.
SMILES	Cdc42 wt GTP	Pf gametocyte	Avidin fluor	Rac1 act GTP bind	ABCG2 inh	Rab7 wt GTP bind	ABCB1 inh	HRas wt GTP bind	Rab2 wt GTP	GSH fluor	Rac1 wt modul
C#CCSc1nc(-c2cccs2)ccc1C#N	99	/	13	97	2	98	-0.1	100	99	24	95
Oc1ccccc1CNc1ccc2c(c1)OCCO2	98	-20	6	93	5	96	0.4	96	97	13	98
CC1=C(C(=O)OC2CCCCC2)C(c2ccco2)C2=C(CC(C)(C)CC2=O)N1 (stereo not drawn)	100	8	10	100	7	101	1.3	100	98	16	107
CCOc1ccc(/C=C/C(=O)c2ccccc2)cc1OC	98	4	10	99	9	95	/	98	97	9	100
Cc1ccc(C)c(/C=N/NC(=S)NCCc2ccccc2)c1	100	18	10	99	3	99	0.6	99	98	7	98
Cc1cc(C)c(NC(=O)C2CCCN2C)c(C)c1 (stereo not drawn)	106	-30	36	101	0	103	0.3	102	102	17	106
CNC(=O)/C(C#N)=C/c1c(F)cccc1Cl	102	14	11	100	5	97	1.6	102	101	3	110
Cc1ccc2nc(Nc3nc(CSc4nnc(C)s4)cc(=O)[nH]3)nc(C)c2c1	91	-13	7	94	-2	100	-0.3	95	95	10	96
Clc1cccc(CN2CCCCCCC2)c1Cl	100	-5	12	99	-1	96	0.0	98	100	12	101
CC1CCN(c2c(NCc3ccc(C(=O)NCc4ccco4)cc3)c(=O)c2=O)CC1	102	/	5	98	15	100	1.8	99	104	16	106
COC(=O)NNC(=S)NCc1ccccc1	102	17	14	102	0	97	-0.2	103	101	8	103
COc1cccc(NC(=O)CN(c2ccc([N+](=O)[O-])cc2)S(=O)(=O)c2ccccc2)c1	102	20	15	101	13	103	2.0	101	102	16	104
CCCN1C(=O)/C(=C\c2nc3ccccc3c(=O)[nH]2)c2ccccc21	100	-29	13	95	13	91	1.5	97	96	13	100
CCOc1cc(NC(=S)NC)c(OCC)cc1NC(=O)c1ccco1	102	-6	9	98	12	98	0.6	100	99	14	103

Source: PubChem BioAssay
